Source: PubChem BioAssay
Tau fluor counter: counter-screen for tau fibril formation inhibitors; Potency, µM (highest dose often 57.7 µM), inactives show at the top dose activity change, negative = decrease; tau K18 P301L Alexa594 fluorescence, heparin fibrillization; hit rate 0.93% among 280,000; note: potency is the fitted concentration of half-maximal effect; % is set by controls: 0 for no effect and ±100 for the full control effect; nearly all actives have a fitted effect of over 55% in size
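Human tau K18 P301L (15 uM unlabeled, 0.24 uM Alexa 594-labeled) in 100 mM sodium acetate pH 7 with 20 uM heparin, 6 hr at 37 C. ThT 30 uM added, 1 hr ambient; Alexa 594 FP and total fluorescence read at 555/632 nm.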
Epigenetic reg: epigenetic control regulation, reporter derepression; murine LDR cells, GFP reporter derepression, 30 h; Potency, µM (doses to about 53.9 µM), without a hit: top-dose GFP activation, usual class: activators; hit rate 0.2% among 280,000; AID 1865; note: potency is the fitted concentration of half-maximal effect; % of control where 0% means no effect; nearly all actives have a fitted effect of over 60% in size
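GFP-positive cell count by laser-scanning cytometry (objects 20–120 um) after 30 h, 37 C compound exposure of murine LDR cells; reporter is CMV-GFP integrated at a silenced locus, inducible by HDAC or DNMT inhibitors.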
Tau FP inhib: inhibitors of human tau fibril formation; K18 P301L tau heparin fibrillization, Alexa594 FP, 6 h; AID 1468; hit rate 0.39% among 280,000; Potency, µM (doses to about 57.7 µM), without a hit: at the highest dose activity, negative = inhibition, actives largely listed as inhibitors; P10636; note: potency is the fitted concentration of half-maximal effect; % is set by controls: 0 for no effect and ±100 for the full control effect; nearly all actives have a fitted effect of over 55% in size
Target sequence (P10636 561-689 P618L limits assumed): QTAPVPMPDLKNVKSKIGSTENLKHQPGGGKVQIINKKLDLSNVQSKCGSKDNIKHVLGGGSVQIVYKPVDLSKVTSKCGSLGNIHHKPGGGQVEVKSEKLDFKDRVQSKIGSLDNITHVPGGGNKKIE
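Compound effects on tau fibrillization are measured by Alexa 594 fluorescence polarization (ex 555, em 632 nm). K18 P301L tau is used at 15 uM with 0.24 uM labeled tracer, and 20 uM heparin induces aggregation over 6 hr at 37 C.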
TexasRed fluor: counter-screen for TRb-SRC2 inhibitors: fluorescence interference. AID 1479. TRb/SRC2 Texas Red total fluorescence interference. hit rate 0.29% among 280,000. Potency, µM (series often up to 106 µM), for the others: at the top dose fluorescence change, negative = quenching; active = well fitted curve in either direction with a large enough effect; inconclusive = small, poorly fitted or top-dose-only effect; note: potency is the fitted concentration of half-maximal effect; % is set by controls: 0 for no effect and ±100 for the full control effect
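Flags fluorescent or light-absorbing compounds by total fluorescence, S + 2P, at 555 nm excitation and 632 nm emission. Mixture: 20 nM Texas Red SRC2 peptide, 0.6 uM human TRb LBD, 1 uM T3, 5% DMSO; compound exposure 5 h at ambient temperature.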
GLA spleen mod: alpha-galactosidase A (human) modulation; P06280; human spleen homogenate, 4MU-alpha-Gal fluorescence, 40 min; Potency, µM (doses to about 80 µM), for the others: top-dose activity change, negative = inhibition, usual class: inhibitors; hit rate 0.008% among 240,000;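 note: potency is the fitted concentration of half-maximal effect; 0% = enzyme with vehicle and -100% = no enzyme basal signal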
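Human spleen homogenate (1 ug) was the enzyme source, with 4-methylumbelliferyl-alpha-D-galactopyranoside (1 mM final) in pH 5.0 citrate buffer with 0.01% Tween-20. Compounds were titrated; after 40 min at 37C, NaOH/glycine stop, 4-MU fluorescence read; AC50 from Hill fits.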
NPSR antag: blocks cAMP signaling of the human neuropeptide S receptor | Q6W5P4 | CHO-NPSR cells, cAMP TR-FRET, antagonist mode | Potency, µM (titrated, usually from 38.3 µM), without a hit: top-dose activity change, negative = inhibition, hits mostly inhibitors | hit rate 1% among 220,000 | AID 1461; note: potency is the fitted concentration of half-maximal effect; % is set by controls: 0 for no effect and ±100 for the full control effect; nearly all actives have a fitted effect of over 50% in size; many of its hits are not listed in these tables
Target sequence (Q6W5P4 whole entry, looked up): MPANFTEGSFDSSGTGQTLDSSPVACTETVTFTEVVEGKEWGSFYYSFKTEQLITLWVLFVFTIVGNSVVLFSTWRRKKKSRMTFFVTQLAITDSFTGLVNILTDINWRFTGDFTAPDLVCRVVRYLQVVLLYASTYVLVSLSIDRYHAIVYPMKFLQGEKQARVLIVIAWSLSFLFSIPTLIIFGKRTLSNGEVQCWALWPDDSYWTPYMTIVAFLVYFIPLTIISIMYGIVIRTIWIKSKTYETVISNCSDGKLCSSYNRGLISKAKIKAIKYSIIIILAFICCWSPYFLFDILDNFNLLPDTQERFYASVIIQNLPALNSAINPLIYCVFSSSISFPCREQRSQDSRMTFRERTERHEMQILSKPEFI
CBFb RUNX1 block: blocks binding between human CBF-beta and RUNX1; Q01196+Q13951; AlphaScreen CBFb-His/RUNX1-biotin binding, biochemical; Potency, µM (top dose mostly 59.8 µM), for the others: at the top dose activity, negative = inhibition, hits mostly inhibitors; 230,000 tested, under 10 active; note: % of control where 0% means no effect
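His-tagged CBF-beta and biotinylated RUNX1 (30 nM each) were premixed 20 min at room temperature, exposed to compound for 15 min, then given nickel-chelate and streptavidin AlphaScreen beads (50 ng each). After 90 min, AlphaScreen signal was read.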
TRb-SRC2 inh: TRbeta-SRC2 interaction inhibition. P10828. TRbeta-SRC2 peptide binding, fluorescence polarization; receptor liganded with 1 µM T3. Potency, µM (highest dose often 106 µM), inactives show top-dose activity change, negative = inhibition, usual class: inhibitors. hit rate 0.065% among 280,000;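 note: potency is the fitted concentration of half-maximal effect; plate controls were bound peptide for no effect and peptide without receptor for full effect; nearly all actives have a fitted effect of over 50% in size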
Target sequence (P10828 whole entry, looked up): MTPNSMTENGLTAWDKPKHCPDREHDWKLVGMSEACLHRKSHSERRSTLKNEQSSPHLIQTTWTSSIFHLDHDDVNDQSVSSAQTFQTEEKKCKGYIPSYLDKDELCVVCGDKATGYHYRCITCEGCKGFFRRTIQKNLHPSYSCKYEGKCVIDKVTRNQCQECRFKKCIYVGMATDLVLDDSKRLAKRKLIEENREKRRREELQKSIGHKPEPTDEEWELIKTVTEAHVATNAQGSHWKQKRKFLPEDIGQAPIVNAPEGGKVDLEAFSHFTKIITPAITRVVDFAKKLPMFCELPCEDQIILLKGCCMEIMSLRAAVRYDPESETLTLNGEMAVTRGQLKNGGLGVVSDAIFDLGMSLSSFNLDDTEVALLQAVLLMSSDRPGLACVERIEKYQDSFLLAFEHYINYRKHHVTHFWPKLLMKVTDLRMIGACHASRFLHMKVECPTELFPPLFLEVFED
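A fluorescence polarization screen tested compounds at multiple concentrations against complex formation between 0.6 uM TRb ligand-binding domain and 20 nM Texas Red SRC2 peptide, with 1 uM T3 present; readout after 5 hr.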
* marks the source's active call; other numbers are inactive results; ? = inconclusive; . = not tested or not shown; & = joins results of further samples; [ ] = another dose, or the depositor's remark. Unless noted, calls come from the whole dose curve; as a rule, active = well fitted curve in the direction sought with a large enough effect; inconclusive = small, poorly fitted or top-dose-only effect, or another doubt; inactive = no such curve, though single readings can be large; an effect the other way counts as inactive or inconclusive.

SMILES | Tau fluor counter | Epigenetic reg | Tau FP inhib | TexasRed fluor | GLA spleen mod | NPSR antag | CBFb RUNX1 block | TRb-SRC2 inh
COc1cccc(Cn2nnc(C(=O)Nc3ccc(C)cc3)c2N)c1 | -3% | 1.9% | 5% | 3% | 3% | -29%[46.1 µM] | 0% | 4%
O=C(COc1ccc(-c2ccccc2)cc1)NNC(=O)NC1CCCCC1 | -3% | -2.6% | 0% | -4% | 7% | -13% | -5% | -4%
CCOC(=O)c1sc(NC(=O)CSc2n[nH]c(CC(C)C)n2)nc1C | -3% | 2.4% | -4% | -3% | 4% | -2% | 8% | -5%
CC(C)N(Cc1cc2ccccc2[nH]c1=O)C(=O)c1ccco1 | 5% | -5.8% | 5% | 2% | 6% | 8% | 13% | -13%
Cc1ccc(-c2nnc3sc(CCc4ccccc4)nn23)cc1 | -7% | 0.9% | -12% | -3% | 2% | -23%[46.1 µM] | 4% | -5%
CN(Cc1ccccc1)c1nc2c(c(=O)[nH]c(=O)n2C)n1Cc1ccccc1Cl | 1% | -0.8% | 1% | 0% | -5% | -21%[46.1 µM] | 4% | -13%
Cc1nn(C(C)C(=O)NCc2ccco2)c(=O)c2nn(-c3ccccc3)c(C)c12 (stereo unspecified) | -3% | -1.6% | -4% | 0% | . | . | . | -9%
COc1ccccc1CC(NC(C)=O)C(=O)N1CCN(C(=O)c2cccs2)CC1 (stereo unspecified) | 4% | -2.0% | 5% | 0% | -3% | -23%[46.1 µM] | 7% | 0%
CCCCNC(=O)NS(=O)(=O)c1ccc(NC(=O)C(NC(N)=O)C(C)CC)cc1 (stereo unspecified) | -5% | -1.1% | 3% | 4% | -3% | 15% | 9% | -2%
CCCCOc1ccc(S(=O)(=O)Nc2ccc(-c3ccc(N4CCCCC4)nn3)cc2)cc1 | 9% | 0.8% | 2% | -15% | . | . | . | -6%
O=C(CN1C(=O)NC(Cc2ccccc2)(Cc2ccccc2)C1=O)NCC1CCCCC1 | -11% | 0.7% | 15% | 2% | 5% | ? | 5% | 4%
COc1ccc(C(c2nnnn2Cc2ccc(F)cc2)N2CCN(c3ccc(OC)cc3)CC2)cc1 (stereo unspecified) | -25% | -0.2% | ? | -1% | -12% | -18%[46.1 µM] | ? | 2%
CC(C)NC(=O)NC(=O)COC(=O)CCCSc1nc2ccccc2s1 | -13% | 2.3% | 0% | 9% | 2% | -1%[46.1 µM] | -9% | 4%
CCSc1nnc(NC(=O)c2ccccc2C)s1 | -18% | 0.1% | -14% | 0% | -9% | -2% | 0% | 0%
NC(=NC(=O)c1ccccc1)C1=C(O)CCC1=O | 19% | 0.9% | 8% | -6% | -2% | -2%[46.1 µM] | 5% | -6%
CCOC(=S)N/C(=N\S(C)(=O)=O)c1ccccc1 | -11% | 6.0% | -9% | -1% | 6% | -19% | 1% | -1%
O=C(Nc1ccc(Cl)cc1)c1cccc(N2C(=O)C3C4CCC(C4)C3C2=O)c1 (stereo unspecified) | 4% | -3.3% | -3% | -1% | 11% | -2% | -9% | 0%
Cn1c(=O)[nH]c(=O)c2c1nc1n2CCN1Cc1ccccc1 | -3% | -0.3% | 12% | -1% | 8% | 2%[46.1 µM] | 9% | 5%
Cc1ccc2cc(C3CC(c4ccco4)=NN3C(=O)CCCC(=O)O)c(Cl)nc2c1 (stereo unspecified) | -2% | 0.0% | 1% | -5% | -11% | 15%[7.67 µM] | -10% | -2%
O=C(CN1CCN(Cc2ccc(F)cc2Cl)C1=O)NCCc1ccc(Cl)cc1 | -10%&-14% | 1.0%&-1.0% | 6%&9% | -1%&-2% | 2% | -18%[46.1 µM] | 4% | 1%&2%
O=C(Nc1ccccc1)Nc1nnc(/C=C/c2ccccc2Cl)s1 | ? | 3.6% | ? | -3% | -4% | -23%[46.1 µM] | -3% | 3%
O=C(O)CC(Cc1ccccc1)C(=O)NCC12CC3CC(CC(C3)C1)C2 (stereo unspecified) | -5% | 0.9% | -4% | -1% | -2% | -15% | -8% | -1%
Nc1nsnc1C(=O)NCCO | 7% | 1.3% | 3% | -6% | 13% | 8%[46.1 µM] | 5% | -6%
CCn1c(CSc2nc(C)cc(C)n2)nnc1SCC(N)=O | -5% | -1.4% | -4% | -1% | -11% | 0% | -3% | 3%
CCc1nnc(NC(=O)CSc2nc3ccccc3s2)s1 | -13% | 0.0% | 2% | -1% | -4% | -2%[46.1 µM] | 6% | -16%
O=c1c2[nH]c3ccc(F)cc3c2ncn1CCCn1ccnc1 | 1% | 3.1% | -6% | 2% | -6% | 6%[46.1 µM] | 3% | -4%
S=C(Nc1cccc(Cl)c1)NC1CC2CCCC(C1)N2C1CCCC1 (stereo unspecified) | -17% | 1.5% | -9% | -5% | -9% | 15% | -5% | -5%
Cc1cc(NC(=O)c2ccc(NC(=O)c3cccs3)cc2)no1 | -12% | -1.0% | 4% | 4% | 7% | 0%[46.1 µM] | -7% | 4%
COc1cccc(NC(=S)Nc2cccnc2)c1 | -7% | -0.9% | -8% | 3% | -4% | 16% | -4% | 6%
CCOc1ccc(CNc2ccc(S(N)(=O)=O)cc2)cc1 | -2% | 0.9% | 5% | 0% | 5% | 7% | 8% | 1%

Quoted from the listing:
Epigenetic reg, `Cc1nn(C(C)C(=O)NCc2ccco2)c(=O)c2nn(-c3ccccc3)c(C)c12` (stereo unspecified) = -1.6%
Epigenetic reg, `NC(=NC(=O)c1ccccc1)C1=C(O)CCC1=O` = 0.9%

More records follow:
SMILES | Tau fluor counter | Epigenetic reg | Tau FP inhib | TexasRed fluor | GLA spleen mod | NPSR antag | CBFb RUNX1 block | TRb-SRC2 inh
CC(=O)Nc1ccc(S(=O)(=O)Oc2ccc(N3C(=O)C4CCCCC4C3=O)cc2)cc1 (stereo unspecified) | -23% | -1.1% | ? | 0% | 8% | -8%[46.1 µM] | 1% | 0%
COc1ccc(C(=S)N2CCCC2)cc1 | 0% | 0.0% | -2% | -2% | 15% | 3%[46.1 µM] | -3% | 2%
CCOC(=O)/C(=C/c1ccc(F)cc1)NC(C)=O | -4% | 0.0% | -1% | 2% | 1% | 12% | 0% | 11%
CCOCCCNC(=O)CCCOc1ccccc1 | 1% | 1.1% | 4% | -1% | -5% | -2%[46.1 µM] | 7% | 3%
COc1ccc(-c2nc(SCC(=O)NCCCc3ccccc3)n[nH]2)cc1 | -18% | -1.1% | -8% | 1% | . | . | . | -1%
c1cc(Nc2ncnc3sc4c(c23)CCC4)ccn1 | -5% | -2.4% | -14% | -1% | ? | 25% | 2% | 3%
NS(=O)(=O)c1ccc(CNC(=O)c2ccc(S(=O)(=O)C(F)F)cc2)cc1 | 11% | -0.9% | 0% | 0% | 2% | 5% | 18% | -5%
COCCNC(=O)C(=O)N/N=C/c1ccccc1C(F)(F)F | 2% | 4.0% | -5% | -1% | -1% | -7%[46.1 µM] | 3% | -1%
COc1cc(-c2cc(C(=O)Nc3ccc(O)cc3)c3ccccc3n2)cc(OC)c1OC | ? | 1.3% | -7% | 0% | 6% | -56% | -7% | -14%
CCN(CC)C(=O)c1sc2c(c1C)c(=O)n(-c1ccccc1)c(=O)n2Cc1cc(=O)n2ccccc2n1 | -4% | -0.2% | -6% | 0% | . | . | . | 4%
CCCCC(=O)Nc1ccc(C(=O)N2CCCC(C(=O)OCC)C2)cc1 (stereo unspecified) | -7% | 0.0% | -16% | -5% | 33% | 13%[46.1 µM] | -8% | 6%
COc1cc(NC(=S)NC(=O)c2ccccc2C)ccc1NC(=O)c1cccs1 | ? | 0.9% | -17% | 1% | 1% | -13%[46.1 µM] | -5% | 8%
Cc1ccc2nc(SCc3nc(-c4ccc(Cl)cc4)no3)[nH]c2c1 | 10µM*[quencher] | -1.1% | 18µM* | 1% | . | . | . | 0%
COC(C[C@@H](O)[C@@H](C)[C@H](O)COCc1ccccc1)OC | 15% | -1.6% | -3% | -4% | 2% | 30% | 16% | 7%
NS(=O)(=O)c1ccc(CNC(=O)Cc2ccccc2F)cc1 | -1% | 1.9% | -8% | 0% | 9% | 8% | -1% | 1%
COc1cc(C(=O)OCCC(C)C)cc(OC)c1O | -12% | 0.0% | -3% | -4% | -1% | -6% | 4% | -7%
CCN(C(=O)CSc1n[nH]c(-c2cccs2)n1)C1CCS(=O)(=O)C1 (stereo unspecified) | -3% | -1.4% | -8% | 0% | 3% | -6%[7.67 µM] | 0% | 0%
O=S(=O)(NCCc1csc2nc(-c3ccc(Cl)cc3)nn12)c1ccc(Oc2ccccc2)cc1 | -2% | 5.7% | ? | -3% | . | . | . | -7%
CCOC(=O)c1c(-c2ccc(C)o2)csc1NC(=O)COC(=O)c1cccs1 | 0% | ? | 5% | 2% | -10% | ? | 5% | -27%
Cc1ccc(OCC(=O)Nc2cc(-c3nc4ccccc4[nH]3)ccc2C)c(C)c1 | -14% | 2.2% | -16% | ? | . | . | . | 4%
O=C(Oc1ccc(Br)cc1)c1cncc(Br)c1 | -6% | 1.0% | 6% | 1% | -9% | -7%[46.1 µM] | -3% | 0%
COc1ccc(C2CCN(CC(=O)N(C)C)CC2O)cc1 (stereo unspecified) | 2% | 7.9% | 9% | -4% | -1% | -13% | -1% | -2%
CCc1ccc2oc(C(=O)Nc3ccccc3OC)cc(=O)c2c1 | -4% | 8.2% | -9% | -18% | . | . | . | -3%
CC(C)(C)c1nn2cnnc2n(/N=C/c2ccc(O)cc2)c1=O | -6% | 2.1% | -1% | -2% | 5% | ? | 3% | -4%
COc1cccc2cc(-c3nnc(SCC(=O)NCCc4ccccc4)n3C)oc12 | -11% | 0.1% | -4% | 0% | -1% | ? | 5% | -2%
NC(=O)c1c(/N=C/c2cccs2)sc2c1CCCC2 | -10% | 0.0% | -6% | 2% | 6% | -12% | 6% | 0%
CCOc1cc(C2c3c(-c4ccccc4)n[nH]c3C(=O)N2c2ccc(C(=O)O)cc2)ccc1O (stereo unspecified) | -21% | -3.5% | -16% | -3% | -8% | -6% | -21% | -7%

These rows are one share of the data; the hit share may differ from the screen's.
